# C2C12 statin – suppression of simvastatin myotoxicity; C2C12 myotubes + simvastatin, ATP luminescence, 48 h; scaled: DMSO 0, geranylgeraniol control 100; rescue of ATP level, % at 7.49 µM; 330,000 compounds, 0.78% hits;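 active means mean ATP rescue above about 67%, or every replicate alone reaching that limit, limit read from the data, passing the limit was not always enough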;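 further: myotubes were challenged with 10 µM simvastatin during compound exposure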
# SIRT5 block – sirtuin-5 (human) deacylase inhibition. Purified SirT5, succinyl-peptide AMC, trypsin-coupled fluorescence. inhibition, % at 15 µM. 330,000 compounds, 1.1% hits. AID 652115; in the data active means inhibition above about 15%
# Target sequence (Q9NXA8 whole entry, looked up): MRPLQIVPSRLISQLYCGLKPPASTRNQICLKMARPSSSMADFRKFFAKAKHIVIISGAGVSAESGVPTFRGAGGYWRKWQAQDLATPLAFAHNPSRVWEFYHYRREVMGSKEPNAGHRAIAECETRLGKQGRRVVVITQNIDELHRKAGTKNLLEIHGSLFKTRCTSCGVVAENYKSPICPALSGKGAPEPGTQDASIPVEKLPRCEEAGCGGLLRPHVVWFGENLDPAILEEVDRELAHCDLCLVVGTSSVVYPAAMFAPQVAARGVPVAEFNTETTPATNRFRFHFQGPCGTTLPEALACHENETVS
# ARNT TACC3 PPI – disrupts binding between human ARNT and TACC3 | Q9Y6A5 | inhibition, % at 9.99 µM | 390,000 compounds, 0.66% hits | AlphaScreen His-ARNT PAS-B/GST-TACC3 binding, luminescence; TACC3 fragment carries E629A point mutation | AID 623870;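 active means mean inhibition of replicates at least 50% and at least half of replicates each reaching 50%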;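 further: 0% = complete ARNT plus TACC3 wells and 100% = ARNT alone without TACC3; many hits fall short of the cut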
# ERp5 inh – blocks human ERp5 reductase activity on insulin; Q15084; ERp5 insulin aggregation, absorbance 650 nm, 90 min; inhibition, % at 9.99 µM; 350,000 compounds, 0.05% hits; AID 651711;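 active means mean replicate inhibition above about 25%, with every replicate also reaching it, limit read from the data, passing the limit was not always enough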
# Target sequence (Q15084 whole entry, looked up): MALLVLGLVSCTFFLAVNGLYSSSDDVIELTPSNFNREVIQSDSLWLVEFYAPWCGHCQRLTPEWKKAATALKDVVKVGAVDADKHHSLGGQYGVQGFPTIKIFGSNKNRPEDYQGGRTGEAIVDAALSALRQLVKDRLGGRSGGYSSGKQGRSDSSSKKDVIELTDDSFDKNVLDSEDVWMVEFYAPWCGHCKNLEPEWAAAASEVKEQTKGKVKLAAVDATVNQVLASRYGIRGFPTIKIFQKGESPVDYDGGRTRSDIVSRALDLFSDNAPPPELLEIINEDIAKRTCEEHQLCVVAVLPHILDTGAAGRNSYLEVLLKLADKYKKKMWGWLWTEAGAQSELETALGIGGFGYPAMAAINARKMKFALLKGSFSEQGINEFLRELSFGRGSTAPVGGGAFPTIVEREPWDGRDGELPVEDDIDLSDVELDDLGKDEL
# Cneo AK release – Cryptococcus neoformans lysis via adenylate kinase release | lysis activity, % at 15 µM | 360,000 compounds, 0.2% hits | AID 651654 | C. neoformans lysis, adenylate kinase release luminescence, 4 h; normalised: neutral wells 0, clomiphene wells 100;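 active means mean lysis activity across replicates of at least 80%, whatever share of replicates individually reach that level; inactive means mean lysis activity below 80%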
#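 Material – log-phase Cryptococcus neoformans yeast cells · Input – 5 × 10^6 yeast cells/mL · Medium – fresh YPD growth medium · Doses – single compound concentration per well · Timing – static 4 h at 37 °C with compound, 1 h detection · Detection – adenylate kinase release luminescence · Read-out – signal increase indicating cell lysis · Control set – Clomiphene as positive lysis control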
# esBAF inh – blocks esBAF chromatin remodeling in mouse ES cells | Bmi1-luciferase knock-in reporter, 24 h; 100% = twice the neutral-well signal | reporter increase, % at 12.5 µM | 350,000 compounds, 2% hits; in the data active means activation above about 40%;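 further: 0% = median of the plate's neutral control wells and 100% = double that signal; a rise in the Bmi1 reporter signal indicates esBAF inhibition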
# miR122 inh – blocks miR-122 activity in Huh7 sensor cells; Huh7 miR-122 Renilla luciferase sensor, 48 h; neutral wells = 0, positive control = 100; activation (reporter increase), % at 12.5 µM; 340,000 compounds, 0.3% hits; AID 602342;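 active means mean replicate activation score at least 90 and every replicate individually at or above 90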;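 further: higher luciferase means less miR-122 activity so hits act as miR-122 inhibitors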
# Numbers without * were called inactive; / = no result given; & = joins results of further samples; [ ] = another dose, or the depositor's remark.
SMILES,C2C12 statin,SIRT5 block,ARNT TACC3 PPI,ERp5 inh,Cneo AK release,esBAF inh,miR122 inh
Cc1cc(Oc2ccc(C)c(Cl)c2)nc(SCC(=O)c2ccccc2)n1,/,-1.5,11.7,-3.8,3.0,/,2.5
Nc1nc2ccccc2cc1S(=O)(=O)c1ccccc1,12.6,-9.1,3.5,-2.0,-0.8,4.4,-5.0
CC(=O)Nc1nonc1-c1nc2ccccc2n1CC1CC1,/,-3.9,/,5.0,1.9,-19.2,-10.1
N#CC(=Cc1ccnc2ccccc12)c1ccccc1,6.9,-1.9,/,-8.6,-0.3,-7.3,-5.6
NC(=O)CC(NC(=O)Cc1cccc2ccccc12)c1ccc(NCCOc2ccccc2)c([N+](=O)[O-])c1 (stereo not drawn),-2.8,1.1,/,-7.5,-0.6,-4.0,-11.1
CNC[C@H]1Oc2ccc(NS(C)(=O)=O)cc2CC(=O)N([C@@H](C)CO)C[C@@H]1C,36.5,-3.8,-6.1,-2.0,0.2,-1.3,3.6[16.7 µM]
Cc1ccc(S(=O)(=O)NC2(C(F)(F)F)NC(=O)N(c3ccccc3F)C2=O)cc1 (stereo not drawn),/,-4.6,-3.7,-1.8,-0.9,/,-1.5
COc1ccc(S(=O)(=O)N2CCCCC2)cc1NS(=O)(=O)c1ccccc1F,/,-3.2,/,4.4,-3.8,/,/
Cc1cc(N2C(=O)C(O)=C(C(=O)c3cc4ccccc4o3)C2c2ccc(Br)cc2)no1 (stereo not drawn),-2.2,25.1*,5.6,2.6,1.8,4.9,/
CCS(=O)(=O)N1CCN(S(=O)(=O)c2ccc3ccccc3c2)CC1,2.2,-2.4,16.5,-1.3,-0.4,5.0,/
COc1cc(NC2c3ccccc3C(=O)N2Cc2ccccc2Cl)cc(OC)c1OC (stereo not drawn),3.0,-1.3,-4.3,1.6,0.5,-4.5,-3.4
Cc1ccc(-c2nc(SC(C)C(=O)N3CCCC3)n[nH]2)cc1 (stereo not drawn),-1.2,2.4,2.6,-1.2,1.9,5.9,/
Cc1ccc(C(=O)Cn2nc(C(=O)O)c3ccccc3c2=O)cc1C,3.7,-1.4,-24.6,0.1,/,7.6,-0.8
Cc1ccc(CSCC(=O)N2CCN(c3ccc(F)cc3)CC2)cc1,6.7,/,-13.9,/,-6.0,-6.2,-0.7
CCOc1ccc(NC(=O)OCCN2CCN(CCc3ccccc3)C(C)C2)cc1 (stereo not drawn),-8.5,-0.5,3.6,-1.3,-0.4,-2.2,-3.2
CCOC(=O)c1c(-c2ccc(C)o2)csc1NC(=O)CN1CCOCC1,-5.5,/,/,/,-2.1,-4.1,-4.8
CCCCCCCCCC(=O)N[C@H](CN1CCOCC1)[C@H](O)c1ccccc1,4.8,-2.0,-1.4,-7.1,1.2,6.0,1.8
CCOC(=O)CSC(C)C(=O)Nc1nnc(C(C)C)s1 (stereo not drawn),-2.7,-1.1,-5.8,3.8,2.3,-0.6,1.3
COC(=O)C[C@H]1CC[C@@H]2[C@@H](COc3ccc(NC(=O)Nc4ccc(Cl)cc4)cc3C(=O)N2C)O1,3.5,/,-6.7,/,2.6,10.3,-33.3[16.7 µM]
COc1ccc(C)cc1C(=O)CCC(=O)NCCc1ccc(S(N)(=O)=O)cc1,-14.9,-1.3,-5.1,-3.3,1.5,-6.3,-10.3
COc1nc(N(C)S(=O)(=O)c2ccc(C)cc2)nc(C)c1Cl,-8.0,/,-7.0,/,-0.8,16.1,4.9
COC(=O)[C@H](CCSC)NC(=O)NC1CCN(Cc2ccccc2)CC1,-5.7,/,-3.9,/,0.4,-5.8,-1.2
CC(=O)c1cn(-c2ccc(Cl)cc2)c(=O)n(Cc2ccc(Br)cc2)c1=O,/,-1.4,-4.5,-6.1,/,/,29.0
COc1cccc(-c2cnc(C(O)c3ccc(C)cc3)[nH]2)c1 (stereo not drawn),3.3,-0.2,/,-5.8,-2.3,9.8,-2.7
C[C@@H]1CN([C@@H](C)CO)C(=O)c2cc(N(C)C)ccc2O[C@@H](C)CCCCO[C@@H]1CN(C)C(=O)Nc1cccc2ccccc12,-8.7,2.0,-13.0,1.9,2.1,-1.1,-3.1[16.7 µM]
# The results go on:
SMILES,C2C12 statin,SIRT5 block,ARNT TACC3 PPI,ERp5 inh,Cneo AK release,esBAF inh,miR122 inh
Cc1nnc(NC(=O)/C=C/c2ccco2)s1,1.2,/,-1.2,/,/,20.7,28.9
CN1c2ccc(-c3ccccc3)cc2[C@@H]2[C@@H](CCN2C(=O)CN2CCOCC2)[C@@H]1CO,-5.4,3.2,3.4,5.6,5.3,5.0,-6.2[16.7 µM]
CCOc1nc(C)cc(C)c1S(=O)(=O)c1cccc(Cl)c1,48.9,-2.9,-8.0,-2.9,0.0,-4.0,-4.1
CCN(CC)c1ccc(NC(=O)COC(=O)CSc2ccc(Br)cc2C)cc1,/,-4.0,-28.1,-1.4,/,/,/
COc1ccccc1CNC(=O)C[C@@H]1CC[C@H](NC(=O)CC2CC2)[C@H](CO)O1,-7.9,-1.5,8.3,6.5,-1.1,3.3,/
CC1Cc2ccccc2N1C(=O)COC(=O)c1ccc(S(=O)(=O)N(C)C)cc1 (stereo not drawn),-11.7,/,/,/,-0.3,6.9,-0.3
Cc1ccc(/C=C/C(=O)O)cc1S(=O)(=O)N1CCCCC1,-7.9,8.1,0.9,4.5,0.0,-8.4,-10.8
C=CCN(CC=C)C(=S)NC(=O)Cc1cccc2ccccc12,-2.1,-2.6,26.4,-5.9,/,-9.0,/
Cc1ccc(S(=O)(=O)N(C)C[C@@H]2Oc3ccc(NC(=O)C4CC4)cc3C(=O)N([C@@H](C)CO)C[C@H]2C)cc1,-35.9,-2.1,-5.6,-5.8,-3.3,-0.2,-7.5[16.7 µM]
CCC/S(CC1CC1(Cl)Cl)=N\S(=O)(=O)c1ccc(C)cc1 (stereo not drawn),-7.8,/,0.4,/,-4.4,-4.3,-3.4
Cc1ccccc1S(=O)(=O)NCC[C@H]1CC[C@@H](NC(=O)Nc2cccc(Cl)c2)[C@H](CO)O1,-11.5,-1.0,11.0,0.0,-3.5,9.7,8.5[16.7 µM]
O=C(C1Cc2ccccc2O1)N1CCCCC1 (stereo not drawn),/,/,-1.8,/,0.3,4.2,-2.5
C[C@@H]1CN([C@H](C)CO)C(=O)c2cc(-c3cccc(F)c3)cnc2O[C@@H]1CN(C)C(=O)Nc1ccccc1F,20.2,-0.5,-1.9,5.8,4.9,3.4,2.6[16.7 µM]
Cc1ccc(-n2c(Cc3cccc4ccccc34)n[nH]c2=S)c(C)c1,/,7.1,-4.5,-4.4,/,/,/
Cc1ccccc1CNC(=O)c1ccc2nc([C@@H]3O[C@H](CO)[C@H](O)[C@H](O)[C@H]3O)[nH]c2c1,10.0,-0.4,/,-5.4,1.7,-5.0,-2.7
CO[C@@H]1CN(C)C(=O)c2ccc(NC(=O)C3CCCCC3)cc2OC[C@H](C)N(C(=O)c2ccccc2)C[C@@H]1C,0.3,0.3,4.8,2.2,-1.7,3.3,-2.1[16.7 µM]
CNC[C@@H]1OCCCC[C@@H](C)Oc2ccc(NC(=O)NC3CCCCC3)cc2C(=O)N([C@H](C)CO)C[C@H]1C,1.4,-2.0,5.6,3.4,1.3,1.9,-1.3[16.7 µM]
CCOc1ncccc1C(=O)Nc1ccc(Cl)c(S(=O)(=O)N2CCCC2)c1,-5.8,-3.6,17.7,7.4,-6.2,-6.8,6.0
CC(=O)Cc1nsc(NC(=O)c2ccc(COc3ccc(C)cc3)o2)n1,-9.7,/,/,/,3.8,2.4,-4.1
CC(C)CC(NC(N)=O)C(=O)OCC(=O)Nc1ccc(SC(F)F)cc1 (stereo not drawn),/,-2.2,-9.6,-0.4,/,/,/
CSc1ccc(CN(C)CC(=O)N(C)CC(=O)Nc2ccccc2Br)cc1,-6.5,-3.9,/,2.4,-0.4,-4.0,/
Cc1ccc2cc3c(nc2c1)N(Cc1ccco1)CC3,-13.1,/,-3.6,/,0.6,23.6,7.7
CN(C)CCO/N=C(\c1ccc(Br)cc1)c1cccnc1,5.2,-4.1,-1.9,-10.5,-1.4,-2.4,1.7
O=C(COc1ccc([N+](=O)[O-])cc1)Nc1ccc2[nH]c(=O)[nH]c2c1,/,-1.3,-1.5,7.3,/,/,/
CC(C)(C)NC(=O)Cn1nnnc1-c1nonc1N,-2.6,/,2.1,/,-3.1,17.3,-3.9

# A few values from the entries so far:
# CC(=O)c1cn(-c2ccc(Cl)cc2)c(=O)n(Cc2ccc(Br)cc2)c1=O – miR122 inh: 29.0
# CN1c2ccc(-c3ccccc3)cc2[C@@H]2[C@@H](CCN2C(=O)CN2CCOCC2)[C@@H]1CO – esBAF inh: 5.0
# CO[C@@H]1CN(C)C(=O)c2ccc(NC(=O)C3CCCCC3)cc2OC[C@H](C)N(C(=O)c2ccccc2)C[C@@H]1C – miR122 inh: -2.1[16.7 µM]
# CCOc1nc(C)cc(C)c1S(=O)(=O)c1cccc(Cl)c1 – esBAF inh: -4.0

# Returning to the listing, repeating the two entries before the break.
SMILES,C2C12 statin,SIRT5 block,ARNT TACC3 PPI,ERp5 inh,Cneo AK release,esBAF inh,miR122 inh
O=C(COc1ccc([N+](=O)[O-])cc1)Nc1ccc2[nH]c(=O)[nH]c2c1,/,-1.3,-1.5,7.3,/,/,/
CC(C)(C)NC(=O)Cn1nnnc1-c1nonc1N,-2.6,/,2.1,/,-3.1,17.3,-3.9
O=C(C1CCN(S(=O)(=O)c2ccc(Br)s2)CC1)N1CCN(C2CCCCC2)CC1,/,-2.3,5.4,0.7,/,/,/
Cc1[nH]n(-c2ccccc2)c(=S)c1C=NCCCN=Cc1c(C)[nH]n(-c2ccccc2)c1=S,11.7,1.4,8.2,-1.1,/,1.7,-2.1
COc1ccc(-c2cc(C(=O)NCCCN3CCCC3=O)c3ccccc3n2)cc1,-4.8,-9.5,22.1,0.3,-4.1,6.9,0.1
COC(=O)CSc1nnc(CNS(=O)(=O)c2ccc(Cl)cc2)n1C,0.0,/,-18.1,/,0.5,-0.9,-10.8
CCc1nc2c(OCC(=O)N3CCOCC3)cccn2c1N(C=O)Cc1ccccc1,13.1,-0.6,/,-1.6,-1.9,-5.1,-1.8
C[C@@H]1CN([C@@H](C)CO)C(=O)c2cc(NC(=O)c3ccccc3)ccc2O[C@@H](C)CCCCO[C@H]1CN(C)C(=O)NC1CCCCC1,/,/,-1.7,/,-3.6,-0.8,-5.2[16.7 µM]
Cc1cc(CNC(=O)C2CCC(=O)N(Cc3cccc(C(F)(F)F)c3)C2)no1 (stereo not drawn),5.6,-3.1,-1.9,0.5,0.6,-7.1,3.5
Cc1cc(C)c(N)c(C(=O)O)c1,-20.6,-3.6,-5.0,3.0,1.9,-5.1,/
CCCCc1c(C)nc(N)[nH]c1=O,-25.5,/,2.3,/,2.6,0.9,/
Cc1c(NS(=O)(=O)c2ccc3c(c2)c(=O)n(C)c(=O)n3C)c(=O)n(-c2ccccc2)n1C,/,/,-11.0,/,1.9,/,2.6
O=C1NCCN1CCNS(=O)(=O)c1ccc(F)c(Cl)c1,/,2.1,12.7,4.9,-1.3,/,/
Cc1onc(-c2c(F)cccc2Cl)c1C(=O)Nc1nnc(C2CC2)s1,0.2,/,-8.5,/,-2.1,-9.2,-5.4
O=C(Nc1cccc(F)c1)N1C[C@H]2[C@@H](c3ccccc31)[C@H](CO)N2C(=O)c1ccccn1,1.7,4.4,-13.8,1.6,-2.9,7.1,33.3[16.7 µM]
Cn1ccc(NC(=O)Nc2cccc([N+](=O)[O-])c2)n1,/,-0.6,/,-0.4,-2.4,/,2.6
CSCCC(NC(=O)/C(=C/c1ccc2c(c1)OCO2)NC(=O)c1cccc([N+](=O)[O-])c1)C(=O)O (stereo not drawn),/,2.7,-3.8&-16.3,2.0,1.3,-5.5,/
N#C/C(=C/c1ccc(F)cc1)S(=O)(=O)c1ccccc1,9.8,-5.0,0.8,-3.6,0.7,-1.4,2.4
CCCCN(CCCC)c1nn[nH]n1,96.2*,-1.9,-1.0,1.2,4.5,/,3.6
O=C(Nc1cccc(Cl)c1)NC1CCS(=O)(=O)C1 (stereo not drawn),-1.6,-1.0,12.9,-0.6,-3.4,1.2,-0.7
CC(=O)c1cccc(-c2ccnc3c2CC(C(=O)Nc2ccc4c(c2)OCO4)O3)c1 (stereo not drawn),-31.8,/,/,-5.4,-3.7,-13.2,0.0

# From PubChem
